RGS7-Gao reg = modulates binding of RGS7 to human Galphao; P09471; Multiplexed bead flow cytometry; actives lie on both sides; binding response (% of control), % at 10 µM; 220,000 tested, 0.35% active; in the data active = binding response below about 49% or above about 150%; inconclusive = no clear call, values can overlap the other calls; inactive = in between;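 note: fluorescent Galphao held in activated GDP-AlF4 state binding bead-coupled RGS7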
Target sequence (P09471 whole entry, looked up): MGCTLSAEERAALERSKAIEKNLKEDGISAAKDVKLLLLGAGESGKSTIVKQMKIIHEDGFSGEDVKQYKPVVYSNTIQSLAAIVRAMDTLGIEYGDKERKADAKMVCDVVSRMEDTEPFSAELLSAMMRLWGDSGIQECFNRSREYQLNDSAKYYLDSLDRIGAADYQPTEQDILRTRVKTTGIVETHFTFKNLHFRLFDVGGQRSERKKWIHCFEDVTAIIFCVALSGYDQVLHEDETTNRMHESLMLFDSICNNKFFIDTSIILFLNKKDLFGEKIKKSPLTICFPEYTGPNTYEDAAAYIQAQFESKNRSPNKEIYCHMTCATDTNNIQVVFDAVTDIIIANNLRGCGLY
RGS4-Gao reg = human RGS4-Galphao interaction regulation | P09471 | Multiplexed bead flow cytometry, RGS4-Galphao binding; actives lie on both sides | binding response (% of control), % at 10 µM | 220,000 tested, 0.33% active; in the data active = binding response below about 49% or above about 150%; inactive = in between;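 note: fluorescent Galphao activated with aluminum fluoride binding bead-coupled RGS4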
Bcl-2 Bim block = human Bim-Bcl-2 interaction inhibition; P10415; Bead-based flow cytometry, Bim peptide-Bcl-2 binding; inhibition, % at 10 µM; 190,000 tested, 0.06% active; AID 950; in the data active = inhibition above about 40%; inconclusive = no clear call, values can overlap the other calls;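 note: 0% = no compound wells with probe peptide and 100% = reference peptide inhibitor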
Target sequence (P10415 whole entry, looked up): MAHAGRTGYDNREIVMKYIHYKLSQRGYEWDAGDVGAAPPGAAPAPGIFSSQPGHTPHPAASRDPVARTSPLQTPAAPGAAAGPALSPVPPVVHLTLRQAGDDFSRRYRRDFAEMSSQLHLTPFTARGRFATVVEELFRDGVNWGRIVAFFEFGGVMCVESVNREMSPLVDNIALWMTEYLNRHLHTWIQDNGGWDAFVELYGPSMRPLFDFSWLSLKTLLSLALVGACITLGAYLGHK
ABCB1 block = inhibitors of human ABCB1 transporter, ABCG2 counter-screen. P08183. CCRF-Adr cells, JC-1 efflux, flow cytometry. inhibition, % at 6.6 µM. 190,000 tested, 0.067% active. AID 1326; in the data active = inhibition above about 40%;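 note: 0% = vehicle and 100% = reference inhibitor; higher value means more JC-1 retained so stronger ABCB1 efflux block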
GSH bead fluor = GSH bead compound fluorescence profile; 190,000 tested, 0.25% active; fluorescence (KMESF) at 10 µM; AID 1776; GSH beads flow cytometry, compound fluorescence 488/530 nm; stronger effect = higher value; in the data active = fluorescence above about 89;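 note: glutathione beads carrying GST-tagged Bcl family fusion proteins plus one bare bead set; values are compound well signal with DMSO vehicle wells as background; inactives centre near 16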
Bim-Bcl-B = disrupts Bim peptide binding to human Bcl-B; 190,000 tested, 0.073% active; inhibition, % at 10 µM; AID 951; bead-based flow cytometry;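 note: 0% = tracer peptide without compound and 100% = reference inhibitor peptide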
Target sequence (Q9HD36 whole entry, looked up): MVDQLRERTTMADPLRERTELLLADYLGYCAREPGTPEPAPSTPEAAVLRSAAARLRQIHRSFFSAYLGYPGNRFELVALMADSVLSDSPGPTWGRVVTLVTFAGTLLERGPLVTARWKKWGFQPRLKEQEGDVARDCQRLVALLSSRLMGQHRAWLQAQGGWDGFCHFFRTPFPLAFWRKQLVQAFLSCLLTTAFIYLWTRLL
Bim-Bcl-W = human Bim-Bcl-W interaction inhibition. Q92843. bead-based flow cytometry, Bim peptide-Bcl-W binding. inhibition, % at 10 µM. 190,000 tested, 0.02% active. AID 952;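 note: 0% = bound tracer without compound and 100% = peptide blocker; higher means less fluorescent Bim peptide bound to Bcl-W beads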
ABCG2 block = inhibitors of human ABCG2 transporter, ABCB1 counter-screen. Q9UNQ0. 190,000 tested, 0.1% active. inhibition, % at 6.6 µM. AID 1325. IgMXP3 cells, JC-1 efflux, flow cytometry;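 active = inhibition above 80%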;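 note: 0% = DMSO and 100% = nicardipine control wells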
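Test system: IgMXP3 (ABCG2) plus far-red-tagged CCRF-Adr (ABCB1) cells / Amount: 3 million cells/mL in well / Reagent: JC-1 transporter substrate / Timing: 10 min compound exposure, 25 °C / Signal: flow cytometry, 530 nm JC-1 signal / Read-out: percent efflux inhibition, scaled nicardipine 100% to DMSO 0% / Benchmarks: nicardipine as high control, DMSO as low control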
Avidin bead fluor = avidin bead compound fluorescence profile; Avidin beads, compound fluorescence 488/530 nm, flow cytometry; stronger effect = higher value; AID 1775; fluorescence (KMESF) at 10 µM; 220,000 tested, 0.38% active; in the data active = fluorescence above about 47; note: inactives centre near 10
Bim-Bfl-1 = disrupts Bim binding to human Bfl-1. Bead-based flow cytometry, Bim-Bfl-1 binding inhibition. inhibition, % at 10 µM. Q16548. 190,000 tested, 0.12% active;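 note: 0% = wells without compound plus tracer and 100% = blocker peptide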
Bcl-XL Bim block = disrupts Bim peptide binding to human Bcl-XL. bead flow cytometry, fluorescence. inhibition, % at 10 µM. 190,000 tested, 0.04% active
Target sequence (Q07817 whole entry, looked up): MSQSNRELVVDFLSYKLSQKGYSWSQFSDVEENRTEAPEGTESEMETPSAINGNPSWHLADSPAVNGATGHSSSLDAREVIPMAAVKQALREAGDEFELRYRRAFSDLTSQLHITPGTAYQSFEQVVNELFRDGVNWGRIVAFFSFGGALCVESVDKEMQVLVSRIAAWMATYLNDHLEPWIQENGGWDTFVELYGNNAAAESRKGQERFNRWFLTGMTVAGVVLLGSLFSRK
* = called active by the depositor. Cut-off read from the data, not from the text of the source, unless noted: active = inhibition above about 40%.

Results for COc1cccc(CN2CCN(C(=S)NCc3ccc(Cl)cc3)CC2)c1 ?
RGS7-Gao reg: 96; RGS4-Gao reg: 104; Bcl-2 Bim block: 0; ABCB1 block: 2.0; GSH bead fluor: 14; Bim-Bcl-B: 0; Bim-Bcl-W: 3; ABCG2 block: 4; Avidin bead fluor: 10; Bim-Bfl-1: 0; Bcl-XL Bim block: 5

Results for Oc1cccc(C(O)CNCc2ccc(-c3ccccc3)cc2)c1 (stereo not given) ?
RGS7-Gao reg: inconclusive; RGS4-Gao reg: 98; Bcl-2 Bim block: -6; ABCB1 block: 0.5; GSH bead fluor: 16; Bim-Bcl-B: 0; Bim-Bcl-W: 0; ABCG2 block: 18; Avidin bead fluor: 12; Bim-Bfl-1: -5; Bcl-XL Bim block: 0

Results for COc1ccc(COCC(O)CN(Cc2ccccc2)C(C)C)cc1OC (stereo not given) ?
RGS7-Gao reg: inconclusive; RGS4-Gao reg: 94; Bcl-2 Bim block: 1; ABCB1 block: 0.6; GSH bead fluor: 11; Bim-Bcl-B: -3; Bim-Bcl-W: -3; ABCG2 block: 1; Avidin bead fluor: 12; Bim-Bfl-1: -3; Bcl-XL Bim block: -4

How did CC1CN(CCCCOc2cccc(Oc3ccccc3)c2)CC(C)O1 (stereo not given) do in these assays?
RGS7-Gao reg: inconclusive; RGS4-Gao reg: 97; Bcl-2 Bim block: -1; ABCB1 block: 1.2; GSH bead fluor: 15; Bim-Bcl-B: -1; Bim-Bcl-W: 0; ABCG2 block: 10; Avidin bead fluor: 9; Bim-Bfl-1: -2; Bcl-XL Bim block: -1

How did Cc1ccc2nc(C)c(C(=O)NN=C3CCN(C)CC3)n2c1 do in these assays?
RGS7-Gao reg: 111; RGS4-Gao reg: 102; Bcl-2 Bim block: -4; ABCB1 block: 0.2; GSH bead fluor: 9; Bim-Bcl-B: -2; Bim-Bcl-W: 0; ABCG2 block: 5; Avidin bead fluor: 10; Bim-Bfl-1: -6; Bcl-XL Bim block: 0

How did Cc1ccc(C)c(NS(=O)(=O)c2ccc3[nH]c(=O)oc3c2)c1 do in these assays?
RGS7-Gao reg: 99; RGS4-Gao reg: 102; Bcl-2 Bim block: -4; ABCB1 block: 0.5; GSH bead fluor: 15; Bim-Bcl-B: -5; Bim-Bcl-W: -3; ABCG2 block: 5; Avidin bead fluor: 9; Bim-Bfl-1: -4; Bcl-XL Bim block: -7

What do the screens show for `Cc1ccc(-c2cc(-c3ccccc3)no2)c(O)c1`?
RGS7-Gao reg: 94; RGS4-Gao reg: 95; Bcl-2 Bim block: -3; ABCB1 block: 0.1; GSH bead fluor: 12; Bim-Bcl-B: -4; Bim-Bcl-W: -4; ABCG2 block: 0; Avidin bead fluor: 12; Bim-Bfl-1: -5; Bcl-XL Bim block: -3

How did Cc1ccc(S(=O)(=O)c2ccc(Oc3cccc(C)c3)cc2)cc1 do in these assays?
RGS7-Gao reg: 103; RGS4-Gao reg: 101; Bcl-2 Bim block: 0; ABCB1 block: 0.1; GSH bead fluor: 13; Bim-Bcl-B: -3; Bim-Bcl-W: 0; ABCG2 block: 0; Avidin bead fluor: 41; Bim-Bfl-1: -1; Bcl-XL Bim block: -1

Results for O=C(CCC1CCCCC1)NCc1ccc(F)cc1 ?
RGS7-Gao reg: 104; RGS4-Gao reg: 103; Bcl-2 Bim block: 1; ABCB1 block: 3.8; GSH bead fluor: 3; Bim-Bcl-B: 6; Bim-Bcl-W: 3; ABCG2 block: 35; Avidin bead fluor: 14; Bim-Bfl-1: -1; Bcl-XL Bim block: -1

How did Cc1ccc(NS(=O)(=O)c2cccc(C(=O)n3ncc(C#N)c3N)c2)c(C)c1 do in these assays?
RGS7-Gao reg: 95; RGS4-Gao reg: 97; Bcl-2 Bim block: -8; ABCB1 block: -0.2; GSH bead fluor: 48; Bim-Bcl-B: -7; Bim-Bcl-W: 0; ABCG2 block: 0; Avidin bead fluor: 14; Bim-Bfl-1: -10; Bcl-XL Bim block: -7

How did C=CCOc1ccc(CNc2ccc3[nH]c(=O)[nH]c3c2)cc1 do in these assays?
RGS7-Gao reg: 103; RGS4-Gao reg: 101; Bcl-2 Bim block: 4; ABCB1 block: 0.0; GSH bead fluor: 10; Bim-Bcl-B: 3; Bim-Bcl-W: 6; ABCG2 block: 0; Avidin bead fluor: 9; Bim-Bfl-1: 13; Bcl-XL Bim block: 0

Results for COC(=O)c1ccc(C(C(=O)NC2CCCCC2)N(CCc2ccccc2)C(=O)Cc2cccs2)cc1 (stereo not given) ?
RGS7-Gao reg: 101; RGS4-Gao reg: 100; Bcl-2 Bim block: 3; ABCB1 block: 0.3; GSH bead fluor: 6; Bim-Bcl-B: -6; Bim-Bcl-W: -2; ABCG2 block: 2; Avidin bead fluor: 4; Bim-Bfl-1: -3; Bcl-XL Bim block: -7

What do the screens show for `COc1ccc(NC(=O)Nc2ccc3nccnc3c2)cc1`?
RGS7-Gao reg: 106; RGS4-Gao reg: 101; Bcl-2 Bim block: 0; ABCB1 block: 0.2; GSH bead fluor: 8; Bim-Bcl-B: 1; Bim-Bcl-W: 0; ABCG2 block: 0; Avidin bead fluor: 16; Bim-Bfl-1: 0; Bcl-XL Bim block: 0

What do the screens show for `O=[N+]([O-])c1ccc(O)c(C=Nc2ccc3nc(-c4ccccc4)[nH]c3c2)c1`?
RGS7-Gao reg: 102; RGS4-Gao reg: 102; Bcl-2 Bim block: 0; ABCB1 block: 0.1; GSH bead fluor: 6; Bim-Bcl-B: 0; Bim-Bcl-W: 0; ABCG2 block: 0; Avidin bead fluor: 2; Bim-Bfl-1: 2; Bcl-XL Bim block: -4

How did CCn1c(SCC(=O)Nc2ccc(S(N)(=O)=O)cc2)nnc1-c1cccc(OC)c1 do in these assays?
RGS7-Gao reg: 101; RGS4-Gao reg: 101; Bcl-2 Bim block: -7; ABCB1 block: 0.4; GSH bead fluor: 16; Bim-Bcl-B: -8; Bim-Bcl-W: -1; ABCG2 block: 2; Avidin bead fluor: 8; Bim-Bfl-1: -10; Bcl-XL Bim block: -4

How did CCc1ccc(N(C(=O)c2csnn2)C(C(=O)NC(C)(C)C)c2ccccn2)cc1 (stereo not given) do in these assays?
RGS7-Gao reg: 98; RGS4-Gao reg: 105; Bcl-2 Bim block: -6; ABCB1 block: 1.5; GSH bead fluor: 14; Bim-Bcl-B: -3; Bim-Bcl-W: -3; ABCG2 block: 2; Avidin bead fluor: 11; Bim-Bfl-1: -5; Bcl-XL Bim block: -2

Results for CCN1CCN(C(=O)c2ccc(OCC(=O)Nc3ccc(F)cc3)c(OC)c2)CC1 ?
RGS7-Gao reg: inconclusive; RGS4-Gao reg: 114; Bcl-2 Bim block: -1; ABCB1 block: -0.5; GSH bead fluor: 14; Bim-Bcl-B: -1; Bim-Bcl-W: -2; ABCG2 block: -2; Avidin bead fluor: 27; Bim-Bfl-1: -3; Bcl-XL Bim block: 2

Results for Cc1cc2cc(C=O)c(Cl)nc2cc1C ?
RGS7-Gao reg: 105; RGS4-Gao reg: 103; Bcl-2 Bim block: -11; ABCB1 block: 1.0; GSH bead fluor: 32; Bim-Bcl-B: -6; Bim-Bcl-W: 0; ABCG2 block: 6; Avidin bead fluor: 9; Bim-Bfl-1: -14; Bcl-XL Bim block: -10

Results for CC(=O)Nc1ccc(C(=O)N(C)C(C(=O)Nc2ccc(C)cc2)c2ccccn2)cc1 (stereo not given) ?
RGS7-Gao reg: 100; RGS4-Gao reg: 100; Bcl-2 Bim block: 0; ABCB1 block: 0.4; GSH bead fluor: 6; Bim-Bcl-B: -4; Bim-Bcl-W: -3; ABCG2 block: 1; Avidin bead fluor: 2; Bim-Bfl-1: 0; Bcl-XL Bim block: -4

Results for COc1cccc(-c2noc(-c3cccnc3)n2)c1 ?
RGS7-Gao reg: 100; RGS4-Gao reg: 99; Bcl-2 Bim block: -6; ABCB1 block: 0.2; GSH bead fluor: 17; Bim-Bcl-B: -4; Bim-Bcl-W: -4; ABCG2 block: 2; Avidin bead fluor: 18; Bim-Bfl-1: -3; Bcl-XL Bim block: -3

Results for N#Cc1nc(-c2cccs2)oc1NCc1ccccc1Cl ?
RGS7-Gao reg: 98; RGS4-Gao reg: 100; Bcl-2 Bim block: 6; ABCB1 block: 0.5; GSH bead fluor: 48; Bim-Bcl-B: 7; Bim-Bcl-W: 11; ABCG2 block: 18; Avidin bead fluor: 6; Bim-Bfl-1: 9; Bcl-XL Bim block: 9

What do the screens show for `O=c1c2ccccc2nc2n1C(CSc1ccc(Cl)cc1)CN2` (stereo not given)?
RGS7-Gao reg: 100; RGS4-Gao reg: 101; Bcl-2 Bim block: 0; ABCB1 block: 1.3; GSH bead fluor: 19; Bim-Bcl-B: 0; Bim-Bcl-W: 0; ABCG2 block: 10; Avidin bead fluor: 8; Bim-Bfl-1: 0; Bcl-XL Bim block: 1

What do the screens show for `C/C(=N\N1CCN(c2ccc(Cl)cc2)CC1)c1cccc([N+](=O)[O-])c1`?
RGS7-Gao reg: 93; RGS4-Gao reg: 99; Bcl-2 Bim block: -1; ABCB1 block: 0.1; GSH bead fluor: 19; Bim-Bcl-B: -8; Bim-Bcl-W: 0; ABCG2 block: 0; Avidin bead fluor: 6; Bim-Bfl-1: -5; Bcl-XL Bim block: -3

How did CCOc1cc(N2CCOCC2)c(OCC)cc1NC(=O)Cn1cnc2c(=O)n(C)c(=O)n(C)c21 do in these assays?
RGS7-Gao reg: 98; RGS4-Gao reg: 97; Bcl-2 Bim block: 0; ABCB1 block: 0.3; GSH bead fluor: 11; Bim-Bcl-B: 0; Bim-Bcl-W: -1; ABCG2 block: 10; Avidin bead fluor: 8; Bim-Bfl-1: 1; Bcl-XL Bim block: 1

What do the screens show for `Oc1ccc(C(=S)N2CCN(c3cccc(Cl)c3)CC2)cc1`?
RGS7-Gao reg: inconclusive; RGS4-Gao reg: 101; Bcl-2 Bim block: -4; ABCB1 block: -1.8; GSH bead fluor: 15; Bim-Bcl-B: -18; Bim-Bcl-W: -6; ABCG2 block: -5; Avidin bead fluor: 10; Bim-Bfl-1: 4; Bcl-XL Bim block: -5

What do the screens show for `CCOC(=O)c1cc(NC(=O)Nc2ccc(OC)c(OC)c2)c(C)nc1C`?
RGS7-Gao reg: 100; RGS4-Gao reg: 103; Bcl-2 Bim block: -5; ABCB1 block: 0.4; GSH bead fluor: 34; Bim-Bcl-B: -5; Bim-Bcl-W: 2; ABCG2 block: 9; Avidin bead fluor: 13; Bim-Bfl-1: -9; Bcl-XL Bim block: -8

Results for COCC(=O)Nc1ccc(S(=O)(=O)NCCc2ccccc2)cc1 ?
RGS7-Gao reg: 96; RGS4-Gao reg: 100; Bcl-2 Bim block: -7; ABCB1 block: 0.5; GSH bead fluor: 23; Bim-Bcl-B: -9; Bim-Bcl-W: -1; ABCG2 block: 1; Avidin bead fluor: 15; Bim-Bfl-1: -7; Bcl-XL Bim block: -5
